# Myeloid diff MLP: promotes myeloid progenitor differentiation | actives 1% (n = 360,000) | calls only at 10 µM | AID 624256 | ER-HoxA9 myeloid progenitors, lysozyme-GFP differentiation, flow cytometry;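 active means normalized GFP-positive differentiation at or above the plate's own cutoff, the solvent-only control mean plus 3 SD; inconclusive means no clear call, values can overlap the other calls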;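 further: cells exposed to compound for four days before flow analysis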
# Myeloid diff MLP GFP+ MAC1+ %: recorded beside Myeloid diff MLP, whose call it bears; GFP+ MAC1+ double positive, %; measured here: differentiation confirmed by MAC1 staining
# * hit, by the source's call; i = inactive; ? = inconclusive; . = no result given. A portion of the library. The share of hits here may be higher or lower than overall.
# Value order: Myeloid diff MLP	Myeloid diff MLP GFP+ MAC1+ %
- O=C1N(Cc2ccccc2)CC2(Br)COCOC12O (stereo not given)
 : i	0.7
- CCOc1ccc(CCN2C(=O)C(=O)N([C@@H](Cc3ccccc3)CN3CCC[C@H]3CN3C(=O)C(=O)NC[C@@H]3Cc3ccccc3)C[C@@H]2CC(C)C)cc1
 : i	1.2
- C[C@H](CO)N1C[C@H](C)[C@@H](CN(C)S(=O)(=O)c2ccccc2)Oc2ccc(NS(=O)(=O)c3ccccc3)cc2C1=O
 : i	2.5
- O=C(Nc1ccccc1Cl)c1cc(C2CCCN(C(=O)c3ccccc3)C2)on1 (stereo not given)
 : i	1.0
- COC(=O)c1cccc(OCCCN2CCC(C(O)(c3ccccc3)c3ccccc3)CC2)c1
 : i	1.2
- CCCCCn1c(=O)[nH]c2cc(C(=O)NC3CCN(Cc4ccccc4)CC3)ccc2c1=O
 : i	0.8
- COCCn1c(SC(C)C(=O)NC2CC2)nnc1-c1cccc(C)c1 (stereo not given)
 : i	0.5
- CCN(CC(=O)Nc1ccccc1C(F)(F)F)C(=O)c1ccccc1Sc1ccccc1C#N
 : i	1.0
- Cc1cc(C)n2c(Nc3ccc4c(c3)OCCO4)c(-c3ccc(F)cc3)nc2n1
 : i	1.4
- CCCn1c(N)c(C(=O)CN(C)CC(=O)Nc2ccccc2CC)c(=O)[nH]c1=O
 : i	0.6
- COc1ccc(-c2cc(NC(C)=O)c3ncc(-c4ccccc4)n3c2)cc1OC
 : i	2.3
- O=C1CCC([N+](=O)[O-])C(c2ccc(-c3ccccc3)cc2)N1 (stereo not given)
 : i	0.6
- CC(=O)N[C@@H](Cc1c[nH]c2ccccc12)C(=O)OCC(=O)Nc1ccc2c(c1)OCO2
 : i	0.8
- COc1ccccc1/C=N/NC(=O)CC(=O)NCCc1ccccc1
 : i	0.3
- Cc1cn([C@H]2C[C@H](O)[C@@H](CCC(=O)NCCCn3ccnc3)O2)c(=O)[nH]c1=O
 : i	0.1
- Cc1ccc2c(c1)C(=O)C(=O)N2Cc1ccc(F)cc1
 : i	2.1
- CC(CCN1CCC(CN2C(=O)C(=O)NC[C@@H]2Cc2ccccc2)CC1)c1ccccc1 (stereo not given in full)
 : i	1.7
- C[C@@H]1CCCCO[C@@H](CN(C)Cc2ccc3c(c2)OCO3)[C@@H](C)CN([C@H](C)CO)C(=O)c2cc(NS(=O)(=O)c3ccccc3)ccc2O1
 : i	0.7
- O=C(COC(=O)c1ccc(O)cc1O)NC(=O)c1ccccc1
 : i	0.0
- CC(C)NC(=O)N(C)C[C@H]1Oc2ncc(Br)cc2C(=O)N([C@H](C)CO)C[C@@H]1C
 : i	0.7
- Cc1ccnc2nc(C(=O)OCC(=O)N(C)C3CCCCC3)nn12
 : i	0.4
- O=C1Nc2ccc3c(c2C1=Cc1cc2c(cc1Br)OCO2)OCO3
 : ?	.
- COc1ccc([C@H]2CC(=O)C=C(c3ccc4c(c3)sc3ccccc34)C2)cc1
 : i	0.9
- O=C(O)CN(Cc1ccco1)S(=O)(=O)c1ccc(F)cc1
 : i	0.5
- O=C(NNC(=O)c1ccc(=O)[nH]c1)c1ccc(NS(=O)(=O)c2cccs2)cc1
 : i	1.2
- COC(=O)c1sc(C(F)(F)F)c(-c2ccccc2)c1S(=O)(=O)N1CCOCC1
 : i	0.9
- C[C@H](CO)N1C[C@H](C)[C@@H](CN(C)S(=O)(=O)c2ccc(Oc3ccccc3)nc2)OCc2cn(nn2)CCCC1=O
 : i	0.9
- CCc1ccc(C2CC3C(CN2S(=O)(=O)c2ccc(C)cc2)C(=O)CC(c2ccc(CC)cc2)N3S(=O)(=O)c2ccc(C)cc2)cc1 (stereo not given)
 : i	1.5
- CCc1nc2ccc(C(=O)NC3CCN(Cc4ccccc4)CC3)cn2c1N(C)Cc1cccs1
 : i	1.4
- CC(=O)C1=CCC(c2ccccc2F)N(S(=O)(=O)c2ccc(C)cc2)C1 (stereo not given)
 : i	1.2

# Another view of part of the listing above:
O=C(COC(=O)c1ccc(O)cc1O)NC(=O)c1ccccc1
  Myeloid diff MLP = i	Myeloid diff MLP GFP+ MAC1+ % = 0.0

O=C1CCC([N+](=O)[O-])C(c2ccc(-c3ccccc3)cc2)N1 (stereo not given)
  Myeloid diff MLP = i	Myeloid diff MLP GFP+ MAC1+ % = 0.6

Cc1cc(C)n2c(Nc3ccc4c(c3)OCCO4)c(-c3ccc(F)cc3)nc2n1
  Myeloid diff MLP = i	Myeloid diff MLP GFP+ MAC1+ % = 1.4

Cc1ccnc2nc(C(=O)OCC(=O)N(C)C3CCCCC3)nn12
  Myeloid diff MLP = i	Myeloid diff MLP GFP+ MAC1+ % = 0.4

# Following part:
# Value order: Myeloid diff MLP	Myeloid diff MLP GFP+ MAC1+ %
- O=C(Nc1nnc(-c2ccc(Br)cc2)o1)c1cccc(N2C(=O)CCC2=O)c1
 : i	0.3
- COc1cc(-c2cnc3c(NC=O)cc(-c4ccc(N5CCN(C)CC5)cc4)cn23)cc(OC)c1OC
 : ?	.
- CC(C)c1ccc(C(=O)N2CCCC(c3cc(C(=O)Nc4ccc5c(c4)OCO5)no3)C2)cc1 (stereo not given)
 : i	1.1
- COCCN(CC(=O)Nc1cccc(C)c1C)C(=O)c1ccc(S(=O)(=O)N2CCOCC2)cc1
 : i	0.0
- Cc1ccccc1N1C(=O)C2CCCN2C1=S (stereo not given)
 : i	1.0
- CC1CCCC(C)N1C(=O)COC(=O)c1ccc(S(=O)(=O)N(C)c2ccccc2)cc1 (stereo not given)
 : i	0.3
- Cc1ccc(OCC(=O)c2c(N)n(C)c(=O)n(C)c2=O)c([N+](=O)[O-])n1
 : i	0.2
- CC(O)[C@H]1CNCCN1CC1(c2ccccc2)CC1 (stereo not given in full)
 : i	0.7
- COc1ccc(-n2nc3c(c2NC(=O)COc2ccccc2OC)CS(=O)(=O)C3)cc1
 : i	0.8
- Cc1noc(C)c1NC(=O)Nc1ccc2c(c1)C(=O)N([C@H](C)CO)C[C@H](C)[C@@H](CN(C)C(=O)Nc1c(C)noc1C)O2
 : i	0.5
- CC(=O)Nc1ccc(NC(=O)C(C)OC(=O)CN2C(=O)C3CCCCC3C2=O)cc1 (stereo not given)
 : i	0.4
- Cc1ccc(S(=O)(=O)N2C[C@H]3C(=O)C[C@@H](c4cccs4)N(S(=O)(=O)c4ccc(C)cc4)[C@H]3C[C@H]2c2ccccc2)cc1
 : i	0.7
- OC(c1cccc(Cl)c1)c1ncc(-c2ccccc2Cl)[nH]1 (stereo not given)
 : i	0.4
- CC(=O)c1ccc(NC(=O)COC(=O)Cn2cnc3ccccc32)cc1
 : i	0.7
- O=C(COC(=O)c1ccccc1)NC(=O)NC1CCCC1
 : i	1.3
- O=C(OCCOc1cccc(Cl)c1)c1cc(S(=O)(=O)N2CCOCC2)ccc1F
 : i	1.2
- COC(=O)[C@]1(C)N[C@H](CN(C)C(=O)Nc2ccc(C)cc2)[C@@H]2C(=O)N(C)C(=O)[C@@H]21
 : i	0.8
- CCc1c(Cl)nc(N)nc1Nc1ccccc1C
 : i	0.2
- CC[C@@H]1Cc2[nH][nH]c(=O)c2[C@@H](c2ccc(Cl)cc2)O1
 : i	1.6
- COc1ccc(Nc2c[nH]c(=O)[nH]c2=O)cc1
 : i	1.3
- CCOC(=O)C1=CN(C)CCC1=O
 : i	0.7
- CC(C)C(=O)N1CCC1(C)C(=O)Nc1cc(-c2ccccc2)nn1C (stereo not given)
 : i	0.9
- O=C(COC(=O)C1CC1)Nc1c(Cl)cccc1C(F)(F)F
 : i	1.2
- COc1ccc(NC(=O)COC(=O)CCOc2ccccc2C)cc1Cl
 : i	0.8
- O=C(COC(=O)c1ncc(Cl)c(Cl)c1Cl)NCc1cccs1
 : i	0.5
- Cc1ccc(N2C(=O)N(CC(=O)Nc3ccc(F)c(F)c3)C(=O)C2C)cc1 (stereo not given)
 : i	0.4
- N#Cc1ccc(-c2cccc3nccn23)cc1
 : i	0.3
- COCCNC(=O)C1(C)CCN(C(=O)C2(c3ccc(Cl)cc3)CCCC2)C1 (stereo not given)
 : i	1.0
- Cc1nn(CC(=O)N(C)C2CCS(=O)(=O)C2)c(C)c1S(=O)(=O)N(C)C (stereo not given)
 : i	0.2
- CCOC(=O)C1CCN(C(=O)CN2C(=O)NC(C)(c3ccc4cc(OC)ccc4c3)C2=O)CC1 (stereo not given)
 : i	0.6
- COc1ccc(-c2nnn(CC(=O)Nc3ccc4c(c3)OCCO4)n2)cc1OC
 : i	0.7
- Nc1c(C(=O)Nc2ccc(Br)cc2)sc2nc(N3CCOCC3)c3c(c12)CCCC3
 : i	1.0

# Whole records, looked up by structure. Screens in order: Myeloid diff MLP	Myeloid diff MLP GFP+ MAC1+ %
# COCCN(CC(=O)Nc1cccc(C)c1C)C(=O)c1ccc(S(=O)(=O)N2CCOCC2)cc1 in the list: i	0.0
# CC1CCCC(C)N1C(=O)COC(=O)c1ccc(S(=O)(=O)N(C)c2ccccc2)cc1 (stereo not given) in the list: i	0.3
# Cc1ccccc1N1C(=O)C2CCCN2C1=S (stereo not given) in the list: i	1.0
# COc1ccc(-c2nnn(CC(=O)Nc3ccc4c(c3)OCCO4)n2)cc1OC in the list: i	0.7
# O=C(COC(=O)c1ncc(Cl)c(Cl)c1Cl)NCc1cccs1 in the list: i	0.5

# Screening results: PubChem, NMMLSC
